Assay outcomes from PubChem.
SENP1 inh = inhibitors of human SENP1 SUMO protease catalytic domain; Q9P0U3; recombinant SENP1 catalytic domain, CyPet-SUMO1-YPet FRET cleavage; inhibition, % at 10 µM; 360,000 tested, 0.21% active; AID 624204;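 active = inhibition at least 30% at 10 µM, raw YFP signal under a set limit, fluorescence ratio 0.5 to 1.5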;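 also: 0% = enzyme with DMSO and 100% = no enzyme wells; some results filed as inactive read as strong as hits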
Target sequence (Q9P0U3 419-644 limits assumed): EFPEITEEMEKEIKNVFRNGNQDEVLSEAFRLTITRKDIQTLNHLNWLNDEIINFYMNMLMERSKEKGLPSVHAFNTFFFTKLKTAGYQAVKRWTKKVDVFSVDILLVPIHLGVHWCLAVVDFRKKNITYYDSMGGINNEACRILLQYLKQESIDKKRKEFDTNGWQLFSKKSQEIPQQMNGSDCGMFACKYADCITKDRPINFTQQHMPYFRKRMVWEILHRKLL
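system = hSENP1 catalytic domain, recombinant | reagent = SFCypet-SUMO1-SFYpet substrate at 25 nM | doses = one dose per compound, 10 µM, 0.5% DMSO | incubation = enzyme reaction for 50 min at room temperature, dark | measured by = FRET, CFP and YFP emission | controls = no-enzyme low, enzyme-DMSO high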
SENP8 block = SENP8 (human) protease inhibition | Q96LD8 | recombinant SENP8, Nedd8 substrate fluorescence | inhibition, % at 20 µM | 360,000 tested, 0.64% active | AID 602440; in the data active = inhibition mostly above about 40%, no sharp cut-off; inactive = mostly below about 27%
Target sequence (Q96LD8 whole entry, looked up): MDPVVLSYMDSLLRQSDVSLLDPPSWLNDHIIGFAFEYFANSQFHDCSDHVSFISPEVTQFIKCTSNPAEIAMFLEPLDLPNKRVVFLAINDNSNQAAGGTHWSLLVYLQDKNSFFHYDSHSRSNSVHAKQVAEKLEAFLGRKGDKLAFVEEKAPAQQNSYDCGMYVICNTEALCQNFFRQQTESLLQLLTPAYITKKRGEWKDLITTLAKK
PfG6PD inh = PfG6PD (Plasmodium falciparum) enzyme inhibition; PfGluPho enzyme, NADPH resazurin-diaphorase fluorescence; inhibition, % at 20 µM; 350,000 tested, 0.78% active; AID 504690;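 active = inhibition reaching at least a set limit at 20 µM in the primary screen, cut at about 59% in these data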;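 also: 0% = DMSO wells with substrate and 100% = DMSO wells lacking glucose-6-phosphate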
Starred values were filed as active, the others as inactive; i = inactive. The list is partial (hit frequency here may not be typical).

smiles	SENP1 inh	SENP8 block	PfG6PD inh
CCCN(C)C[C@H]1Oc2cc(C#Cc3ccc(F)cc3)ccc2S(=O)(=O)N([C@H](C)CO)C[C@@H]1C	-11	-15	12
C[C@H]1CN([C@@H](C)CO)C(=O)CCCn2nncc2CO[C@@H]1CN(C)Cc1cccc2c1OCCCO2	1	6	-1
O=Nc1ccc(NO)c2ccccc12	1	-14	24
CN1CCN(S(=O)(=O)c2ccc(F)cc2)CC1	3	7	-10
CN(Cc1ccc(F)cc1)C(=O)CN1CCN(S(=O)(=O)c2ccc3c(c2)OCCCO3)CC1	0	4	-5
O=C(N/N=C/c1ccc(Cl)cc1)c1ccc2nc[nH]c2c1	1	7	4
O=S(=O)(NCCS(=O)(=O)N1CCN(c2ccc(F)cc2)CC1)c1ccccc1	-1	22	-8
Cc1ccc([C@H]2N[C@]3(CCCN(CC4CCCCC4)C3=O)[C@H]3C(=O)N(C)C(=O)[C@@H]23)cc1	-1	13	-8
O=C1CC=Nc2ccc([N+](=O)[O-])cc21	3	9	-1
COc1ccc(NC(=O)C[C@H]2C(=O)N(c3ccc(OC)cc3)C[C@@H]2c2ccc(Br)cc2)cc1	-28	-37	20
O=C(O)c1ccc(N2C(=O)c3ccccc3C2=O)cc1[N+](=O)[O-]	2	13	-11
O=P(c1ccccc1)(c1ccccc1)c1ccccc1C(Br)Br	2	20	10
COc1ccc([C@H]2N[C@]3(CCCN(CC4CCCCC4)C3=O)[C@H]3C(=O)N(Cc4ccccc4)C(=O)[C@@H]23)cc1	0	-1	1
C[C@H]1CN([C@@H](C)CO)C(=O)CCCn2nncc2CO[C@H]1CN(C)C(=O)C1CCCCC1	1	13	3
COc1cc(/C=C/CNC[C@H]2O[C@@H](n3cc(C)c(=O)[nH]c3=O)C[C@@H]2O)ccc1O	-13	-30	1
CC1(C)N=C(N)N=C(N)N1c1ccc(OCC(=O)N2CCOCC2)c(Cl)c1	2	5	-1
C[C@@H]1CN([C@@H](C)CO)C(=O)CCCn2nncc2CO[C@@H]1CN(C)S(=O)(=O)c1cccs1	-1	10	-10
CC(=O)Nc1cccc(NC(=O)C(=O)c2cn(CC(=O)N3CCCC3)c3ccccc23)c1	-2	6	7
CC(=O)NC[C@H]1O[C@@H](n2ccc(N)nc2=O)[C@H](O)[C@@H]1O	2	14	-13
O=C(NCC(c1ccco1)N1CCN(c2ccccc2)CC1)C1CCCCC1 (stereo not drawn)	1	24	-2

Next part, starting with the last two of the part before.
smiles	SENP1 inh	SENP8 block	PfG6PD inh
CC(=O)NC[C@H]1O[C@@H](n2ccc(N)nc2=O)[C@H](O)[C@@H]1O	2	14	-13
O=C(NCC(c1ccco1)N1CCN(c2ccccc2)CC1)C1CCCCC1 (stereo not drawn)	1	24	-2
CCOc1ccc(CNC(=O)CN2C(=O)CSc3ccc(S(=O)(=O)N4CCOCC4)cc32)cc1	0	8	-4
Cc1cc(C)c(S(=O)(=O)N(C)CC(=O)N2CCCC2)c(C)c1	0	11	10
O=C(CCNC(=O)N1CC(=O)Nc2ccccc21)NCc1ccccc1	-1	11	1
CCOC(=O)c1ccc(NC(=O)Nc2nncs2)cc1	2	-6	0
CC(=O)N1CCc2c(sc(NC(=O)c3ccc(S(=O)(=O)N(C)CC4CCCO4)cc3)c2C(N)=O)C1 (stereo not drawn)	-14	-61	4
Cc1ccc([C@@H]2CC(=O)[C@@H]3CN(S(=O)(=O)c4ccc(C)cc4)[C@H](c4ccc(Cl)cc4)C[C@@H]3N2S(=O)(=O)c2ccc(Cl)cc2)cc1	-4	8	0
COc1ccc(NC(=O)COC(=O)C2COc3ccccc3O2)cc1OC (stereo not drawn)	2	12	-3
CCC(=O)N(C)C[C@H]1Oc2cc(-c3ccccc3F)ccc2S(=O)(=O)N([C@H](C)CO)C[C@H]1C	1	12	18
COc1ccc([C@@H]2[C@@H](C)N(c3ccccc3)c3ccccc3C(=O)N2Cc2ccccc2)cc1	3	-375	13
COCOCCn1cc(CN2CCS(=O)(=O)N(Cc3ccc(-c4ccccc4)cc3)C(CC(C)C)C2=O)nn1 (stereo not drawn)	-1	14	26
CCCc1cc(C(=O)Nc2cccc(-c3nn[nH]n3)c2)sc1C	2	-3	-11
O[C@H]1C[C@H](c2ccccc2)N(Cc2cccs2)C[C@@H]1n1cc(C2CC2)nn1	-1	9	8
CCCCN1C(=O)C(CC(=O)NC(c2ccccc2)c2ccccc2)CC(C(=O)N(C(C)C)C(C)C)=C1C (stereo not drawn)	0	6	-5
CCn1c(SCC(=O)NC2CC2)nnc1-c1ccccc1	1	-1	0
O=C(CSc1n[nH]c(=O)n1CCc1ccccc1)NC1CCCC1	2	8	15
Cc1ccc(S(=O)(=O)CCC(=O)OCC(=O)Nc2sccc2C#N)cc1	-4	-1	-13
Cc1cc(F)ccc1S(=O)(=O)N1CCCOC1CNC(=O)C(=O)NCCc1ccco1 (stereo not drawn)	-2	10	4
O=C(COC(=O)c1c[nH]c2ccccc12)NCc1ccccc1	2	28	-12
CCOC(=O)CC(=O)Nc1cc2ccc(OC)c(OC)c2cc1C(=O)OCC	-11	-478	6
C[C@@H]1CN([C@@H](C)CO)C(=O)CCCn2nncc2CO[C@@H]1CN(C)C(=O)Nc1cccc(C(F)(F)F)c1	0	8	11

The closing two entries of the section before are carried over, then new ones follow:
smiles	SENP1 inh	SENP8 block	PfG6PD inh
CCOC(=O)CC(=O)Nc1cc2ccc(OC)c(OC)c2cc1C(=O)OCC	-11	-478	6
C[C@@H]1CN([C@@H](C)CO)C(=O)CCCn2nncc2CO[C@@H]1CN(C)C(=O)Nc1cccc(C(F)(F)F)c1	0	8	11
CSc1cccc(NC(=O)C2CCCN(S(C)(=O)=O)C2)c1 (stereo not drawn)	1	17	7
CCOc1cccc(CN2CCC(Oc3ccc(C(=O)N4CCCC4)cc3)CC2)c1O	3	21	13
CC(C)C1C(=O)N(Cc2cn(CCC3OCCO3)nn2)CCS(=O)(=O)N1Cc1ccc(-c2ccc(Cl)c(Cl)c2)cc1 (stereo not drawn)	0	4	12
COc1ccccc1NC(=O)N(C)C[C@@H]1OCc2cnnn2CCCC(=O)N([C@@H](C)CO)C[C@@H]1C	0	2	3
Cc1ccc(C(=O)NCCc2nnc3ccc(SCC(=O)Nc4nnc(C)s4)nn23)cc1	0	-54	4
C[C@H](NC(=O)C1CCN(S(=O)(=O)c2ccccc2)CC1)C(=O)NCc1ccncc1	0	4	1
O=C(NCc1nnnn1-c1ccc(F)cc1)C(=O)c1c[nH]c2ccccc12	1	13	-13
CC(C)NC(=O)N(C)C[C@H]1Oc2cc(Br)ccc2S(=O)(=O)N([C@H](C)CO)C[C@H]1C	-1	0	7
CC(=O)c1cccc(OCc2cc(C(=O)N(C)Cc3nccs3)no2)c1	1	19	-9
Cc1ccc(NC(=O)Cn2sc3ccccc3c2=O)cc1	-1	-6	125*
COc1ccc(NC(=O)C[C@H]2C(=O)N(c3ccc(OC)cc3)C[C@@H]2CSC)cc1	3	16	21
O=C(C[C@@H]1C[C@@H]2c3cc(NC(=O)C4CCOCC4)ccc3O[C@@H]2[C@H](CO)O1)NCc1ccccn1	-1	5	-7
CC(C)NC(=O)N(C)C[C@@H]1OCc2ccccc2-c2c(n(C)c3ccccc23)C(=O)N([C@@H](C)CO)C[C@@H]1C	1	16	-6
CN(C)C(CNC(=O)c1cc(Br)c(Br)s1)c1ccco1 (stereo not drawn)	-5	-22	11
COc1ccc2c(c1)CCC1(C)CC(=O)C(Br)=C21 (stereo not drawn)	1	-482	41
Cc1ccc(NC(=O)CSc2nnc(NC3CC3)s2)cc1S(=O)(=O)N1CCOCC1	-2	2	1
COc1cc2nc3n(c(=O)c2cc1OC)-c1cc2ccccc2cc1C(=O)NC3Cc1ccccc1 (stereo not drawn)	-4	-10	-1
C[C@@H]1CN([C@H](C)CO)C(=O)CCCn2nncc2CO[C@@H]1CN(C)C(=O)Cc1ccccc1	1	4	13
COCCCn1c(C(=O)NC2CCCCC2)cc2c(=O)n3cccc(C)c3nc21	-134	i	26
Nc1nc(-c2ccccc2)nc2nonc12	2	-102	0

smiles	SENP1 inh	SENP8 block	PfG6PD inh
CC(C)(C)c1ccc(-n2ncc3c2CCCC3NC(=O)CCC2=NNC(=O)CC2)cc1 (stereo not drawn)	-1	2	1
O=C(OCC(=O)N1CCC(Cc2ccccc2)CC1)c1ccc(O)cc1	-1	23	-21
COc1ccc(NC(=O)Nc2ccc3c(c2)C(=O)N([C@H](C)CO)C[C@@H](C)[C@@H](CN(C)C(=O)C2CCCCC2)OCCCC[C@H](C)O3)cc1	1	8	3
C[C@H]1CN([C@@H](C)CO)C(=O)CCCn2cc(nn2)CO[C@@H]1CN(C)C(=O)Nc1ccccc1	0	17	8
Cc1ccc([C@@H]2C[C@H]3[C@@H](CN2S(=O)(=O)c2ccc(C)cc2)C(=O)C[C@@H](c2ccccc2)N3S(=O)(=O)c2ccc(C)cc2)cc1	1	12	4
O=C(Nc1ccc(Cl)cc1C(=O)c1ccccn1)c1ccccc1	2	20	-6
O=C(Nc1cccc(-n2cnnn2)c1)C1CCCN(C(=O)Cc2cccc(Cl)c2)C1 (stereo not drawn)	-3	-1	5
O=C(COc1cccc(Br)c1)N/N=C/c1ccc2c(c1)OCCO2	5	20	9
CSC[C@H]1CN(CCc2ccccc2)C(=O)[C@@H]1CC(=O)Nc1ccccc1	0	32	-12
C[C@@H]1CN([C@@H](C)CO)C(=O)c2cc(Br)cnc2O[C@H]1CN(C)C(=O)C1CC1	1	5	1
O=C(COC(=O)/C=C/c1cccc(C(F)(F)F)c1)Nc1cccc(S(=O)(=O)NC2=NCCC2)c1	2	15	-7
O[C@@H]1C[C@H](c2ccccc2)N(CC2CCCCC2)C[C@H]1n1cc(C2CC2)nn1	2	11	-2
Cc1ccc(/C(O)=C2\C(=O)C(=O)N(CCCN3CCOCC3)C2c2ccccc2F)cc1 (stereo not drawn)	-2	-16	-27
Cc1ccccc1NC(=O)COC(=O)c1c(C)nn(-c2ccccc2)c1C	0	13	12
COc1ccc(CN(C)C(=O)C2CC(=O)N(c3ccc4c(c3)OCCO4)C2)cc1 (stereo not drawn)	3	18	5
CCCN(CC(=O)NC(=O)NCc1ccccc1)CC(=O)Nc1ccc(F)c(F)c1F	0	13	18
C[C@@H]1CN([C@@H](C)CO)C(=O)c2cc(Br)cnc2O[C@@H]1CN(C)S(=O)(=O)c1ccc(F)cc1	2	14	7
Cc1cc(C)c2c(=O)n3c(nc2c1)C(C)NC(=O)c1cccnc1-3 (stereo not drawn)	1	-5	11
Cc1ccc(C)c(NC(=O)COC(=O)c2c(-c3ccccc3)noc2C)c1	2	23	-11
CC1C(=O)N(Cc2cn(CCC3OCCCO3)nn2)CCS(=O)(=O)N1Cc1ccc(-c2ccc(Cl)cc2)cc1 (stereo not drawn)	0	10	8

smiles	SENP1 inh	SENP8 block	PfG6PD inh
Cc1cn([C@H]2C[C@H](O)[C@@H](CNC(=O)[C@H](N)C3CC3)O2)c(=O)[nH]c1=O	1	-15	3
CC(=O)N1CCN(c2ccc(NC(=O)c3cccc(F)c3)cc2)CC1	1	18	-6
Cc1ccc(CN(C)C(=O)CCNC(=O)c2ccc(Cl)cc2)o1	1	-1	-4
COCCN(Cc1ccccc1)C(=O)c1cccc(S(=O)(=O)N2CCN(Cc3ccccc3)CC2)c1	-1	-1	4
CCCCc1ccc(NC(=O)COC(=O)c2ccc3ncsc3c2)cc1	-3	-14	-1
CC(=O)c1ccc2ccccc2c1OC(=O)c1ccncc1	-11	-203	1
C[C@@H]1CN([C@@H](C)CO)C(=O)CCCn2cc(nn2)CO[C@H]1CN(C)C(=O)Oc1ccccc1	0	-1	12
COc1ccccc1CNC(=O)COC(=O)c1cnc(C)cn1	-3	12	-3
N#Cc1ccccc1OCC(=O)Nc1ccc2c(c1)OCO2	-1	16	-8
Cc1ccc(C(=O)N2CCC(N3CCC(C(=O)N4CCOCC4)CC3)CC2)cc1	-1	18	-4
Cc1cccc(NC(=O)CSc2nc(=O)n(CCCN3CCOCC3)c3c2CCCC3)c1C	4	16	3
CCc1ccc(NC(=O)C(=O)NCCN2CCN(C(=O)c3ccc(OC)cc3)CC2)cc1	0	14	-5
CCC(=O)Nc1ccc(C(=O)NNC(=O)CCCCC(=O)NNC(=O)c2ccc(NC(=O)CC)cc2)cc1	2	14	-1
CCN(CC)C(=O)C1=C(C)N(Cc2ccc(C(C)(C)C)cc2)C(=O)C(CC(=O)NC2CCCC2)C1 (stereo not drawn)	-1	0	-1
Cc1ccc(S(=O)(=O)N2CCCCC2)cc1NC(=O)c1ccco1	-1	14	0
O=C(O)c1ccccc1NC(=O)C1CCN(S(=O)(=O)c2ccc3c(c2)OCCO3)CC1	1	3	-21
Cc1ccc(S(=O)(=O)N2C[C@H]3[C@H]4C(=O)N(c5ccccc5)C(=O)[C@H]4C[C@H](OC(=O)NCC4CCCCC4)[C@@]3(O)C2)cc1	5	15	0
S=C(CSc1ccccc1)Nc1cccc2ccccc12	0	-5	40
